# TDP1 cell CPT: DT40-hTDP1 cell growth loss with CPT; chicken DT40 Tdp1-/-;hTDP1 cells + 20 nM CPT, ATP luminescence, 48 h; Potency, µM (highest dose often 46.2 µM), for inactives: at the top dose activity change, negative = growth inhibition, most hits filed as inhibitors; hit rate 12% among 420,000; AID 686979; note: nearly all actives have a fitted effect of over 55% in size
#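 Cell growth measured by CellTiter-Glo luminescence after a minimum 48 h, 37 C compound exposure with 20 nM CPT in Tdp1-knockout DT40 cells stably expressing hTDP1, seeded 400/well; qHTS titration format.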
# TDP1 cell noCPT: qHTS for Inhibitors of human tyrosyl-DNA phosphodiesterase 1 (TDP1): qHTS in cells in absence of CPT; hit rate 15% among 420,000; Potency, µM (titrated, usually from 46.2 µM), inactives show at the highest dose activity change, negative = growth inhibition, hits mostly inhibitors; DT40 Tdp1-/- hTDP1 cells, no CPT, ATP luminescence, 48 h; note: nearly all actives have a fitted effect of over 55% in size
#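 Chicken DT40 Tdp1-/- cells complemented with human TDP1, screened without camptothecin (DMSO vehicle only), 400 cells/well. Compounds pin-transferred, cells incubated at 37 °C for at least 48 hr. Growth read as ATP-dependent luminescence (CellTiter-Glo, 30 min at RT).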
# TDP1 inh: blocks human tyrosyl-DNA phosphodiesterase 1 | Potency, µM (top dose mostly 130 µM), for the others: top-dose activity change, negative = inhibition, most hits filed as inhibitors | AID 485290 | Q9NUW8 | recombinant TDP1, AlphaScreen DNA substrate cleavage | hit rate 0.28% among 350,000; note: nearly all actives have a fitted effect of over 40% in size
# Target sequence (Q9NUW8 whole entry, looked up): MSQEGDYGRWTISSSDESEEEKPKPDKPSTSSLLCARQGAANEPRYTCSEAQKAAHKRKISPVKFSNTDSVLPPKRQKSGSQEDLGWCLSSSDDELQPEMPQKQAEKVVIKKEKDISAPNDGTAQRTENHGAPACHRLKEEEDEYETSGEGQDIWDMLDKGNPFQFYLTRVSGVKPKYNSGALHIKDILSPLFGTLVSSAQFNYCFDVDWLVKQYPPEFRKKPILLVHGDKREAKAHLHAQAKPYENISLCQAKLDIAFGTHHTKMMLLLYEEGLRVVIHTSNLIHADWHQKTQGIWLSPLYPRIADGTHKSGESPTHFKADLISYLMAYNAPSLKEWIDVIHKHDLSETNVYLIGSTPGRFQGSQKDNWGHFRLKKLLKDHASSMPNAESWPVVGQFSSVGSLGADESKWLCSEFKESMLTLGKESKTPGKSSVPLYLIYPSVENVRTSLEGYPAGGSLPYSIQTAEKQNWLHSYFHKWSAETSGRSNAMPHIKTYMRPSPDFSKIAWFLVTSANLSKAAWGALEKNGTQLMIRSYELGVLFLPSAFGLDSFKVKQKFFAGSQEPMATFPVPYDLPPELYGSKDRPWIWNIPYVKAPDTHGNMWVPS
#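 Here, a 5' biotin and 3' phosphotyrosine-FITC DNA oligonucleotide reports Tdp1 activity: intact substrate bridges AlphaScreen beads, while cleavage leaves a 3' phosphate and drops signal. All incubations at room temperature.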
# Numbers without * were called inactive; ? = inconclusive; / = not tested or not shown; [ ] = remark or other dose. Calls come from the whole dose curve; as a rule, active = well fitted curve in the direction sought with a large enough effect; inconclusive = small, poorly fitted or top-dose-only effect, or another doubt; inactive = no such curve, though single readings can be large; an effect the other way counts as inactive or inconclusive. % is set by controls: 0 for no effect and ±100 for the full control effect; potency is the fitted concentration of half-maximal effect.
SMILES,TDP1 cell CPT,TDP1 cell noCPT,TDP1 inh
Cc1cc(NC(=O)CCC(=O)N(Cc2cccs2)C(C(=O)NC2CCCC2)c2ccncc2)no1 (stereo not given),-4.4%,1.1%,0.0%
CC(C)CC(=O)NC(=S)Nc1ccccc1C(F)(F)F,?,?,2.7%
CCN(CC(=O)Nc1ccccc1OC)C(=O)CCOc1ccc(C(C)(C)C)cc1,?,?,/
Cn1nc(C(F)(F)F)c(/C=N/OC(=O)c2ccc(Cl)cc2)c1Cl,4.7%,-9.0%,4.0%
CCOc1ccc(C2CC(c3cccc(OC)c3OC)n3nnnc3N2)cc1Cl (stereo not given),?,?,2.2%
O=C(COC(=O)COc1ccc(Cl)cc1Br)NCc1cccs1,0.3%,-24.0%,-1.2%
COc1ccc(CNC(=O)Cn2ccc3cc(S(=O)(=O)N4CCCCC4)ccc32)c(OC)c1,23.1µM*,-81.0%,2.8%
COc1cc(Cl)c(C)cc1N1C(=O)CN(Cc2ccccc2)C1=S,-26.9%,?,/
CC(NC(=O)COC(=O)c1cn(-c2ccccc2)nc1-c1cccs1)c1ccccc1 (stereo not given),1.8%,-5.9%,3.4%
N#Cc1ccccc1NC(=O)C(=O)NCC(c1cccnc1)N1CCc2ccccc2C1 (stereo not given),?,?,3.9%
O=C(COC(=O)c1cncc(Br)c1)NC1CCCC1,4.1%,9.2%,3.8%
CCOc1ccccc1C1c2[nH]c3ccccc3c2C[C@H]2C(=O)N(C3CCN(Cc4ccccc4)CC3)CC(=O)N12 (stereo not given in full),5.8µM*,16.4µM*,/
CCCC(=O)Nc1nnc([C@H]2C[C@H](O)[C@@H](CO)O2)s1,-1.3%,-1.8%,/
CC(C)(C)c1ccc(Oc2cccc(C3CC(=O)C(C4NCCc5ccccc54)C(=O)C3n3cncn3)c2)cc1 (stereo not given),-2.5%,6.9%,13.7%
C[C@@H]1COC(=O)[C@@H](Cc2ccc(F)cc2)CC/C=C\C[C@@H](CC(=O)NCCO)C(=O)N1,-4.2%,0.4%,1.5%
Cc1nc(N2CCC(C)CC2)c2c(C)c(C(=O)Nc3cccc(C(F)(F)F)c3)sc2n1,?,?,-2.3%
Cc1ccc(NC(=O)COC(=O)CN2C(=O)NC3(CCCC3)C2=O)cc1Cl,-14.2%,-6.9%,-3.8%
O=C(COc1ccc(Cl)cc1)NCCNC(=O)c1cnccn1,13.6%,1.2%,/
Nc1cc(C(=O)OCC(=O)NCCC2=CCCCC2)ccc1Cl,-11.4%,23.8%,0.4%
Cc1ccc(-c2cc(C(=O)N3CCN(C(=O)c4ccco4)CC3)no2)cc1,?,-12.8%,3.3%
CCOC(=O)C1=C(C)Nc2ncnn2C1c1cccs1 (stereo not given),-23.1%,-9.6%,-2.0%
O=C1c2cccnc2C(Nc2cccc(F)c2)N1Cc1ccco1 (stereo not given),-13.4%,0.9%,-12.5%
COc1cccc(OCC(=O)NCCS(=O)(=O)N2CCN(c3ccccc3F)CC2)c1,?,?,-4.1%
COC(=O)Cc1cc(=O)oc2cc(O)ccc12,-0.9%,-7.7%,7.4%
Cc1nn(C)c(C)c1NC(=O)Nc1cccc(C(F)(F)F)c1,-17.4%,-4.3%,3.8%
SMILES,TDP1 cell CPT,TDP1 cell noCPT,TDP1 inh
C/C(=N\NC(=O)c1cccc([N+](=O)[O-])c1)c1cccc(NC(=O)C2CC2)c1,-29.8%,?,0.0%
CCC(C)NC(=O)CSc1nnc(-c2ccoc2C)n1CC1CCCO1 (stereo not given),9.2%,3.8%,3.1%
CN(C(=O)CSc1ccncc1)C1CCCN(Cc2ccccc2F)C1 (stereo not given),-17.6%,-16.5%,2.1%
COc1cccc(C(c2c(O)nc(SC)n(C)c2=O)c2c(O)nc(SC)n(C)c2=O)c1,-6.5%,-4.4%,-10.5%
COc1ccc(OC)c(-c2cc(C(=O)Nc3cc(C)n(Cc4ccc(Cl)cc4)n3)no2)c1,?,?,5.8%
COc1ccc(OC)c(/C=N/N(CCC#N)C2=NS(=O)(=O)c3ccccc32)c1,?,-7.7%,/
COc1ccc(CCNC(=O)COC(=O)CSc2ccc(C(N)=O)cc2[N+](=O)[O-])cc1OC,-2.9%,3.0%,/
COc1ccc(-c2csc(NC(=O)CN3C(=O)C4CC=CCC4C3=O)n2)cc1 (stereo not given),?,?,-0.3%[56.1 µM]
CCCS(=O)(=O)c1nc(C)cc(C)c1S(C)(=O)=O,-2.3%,-2.5%,5.9%
O=C(CNC(=O)c1ccc(F)cc1)OCc1cc(=O)n2nc(C3CC3)sc2n1,-14.6%,-1.2%,7.1%
COc1cccc(NC(=O)Nc2nnc(N3C(C)CCCC3C)s2)c1 (stereo not given),?,18.4µM*,/
O=[N+]([O-])c1cc(C(F)(F)F)ccc1Sc1ccc2ccccc2n1,-30.6%,-23.8%,7.9%
CC(C)(C)OC(=O)C[C@@H]1C/C=C\C[C@H](CC(=O)N[C@H](CO)Cc2ccccc2)C(=O)N[C@H](C(C)(C)C)COC1=O,?,?,?
Cc1ccc([N+](=O)[O-])c(OCCN2CCNCC2)c1,-19.7%,1.3%,-4.1%
Cc1cc(C)c2nc(NC(=O)C3CCCO3)sc2c1 (stereo not given),-29.5%,-22.2%,6.6%
CCn1c2ccc(C)cc2c2nc3cc(C(=O)O)ccc3nc21,-28.0%,?,-9.7%
CCOC(=O)C1=NNC(C(=O)c2ccccc2)C1c1ccc(C)cc1 (stereo not given),-15.2%,-22.3%,1.2%
Cc1ccccc1Nc1nc(-c2ccccc2)c(C(=O)Nc2cccnc2)s1,?,?,-0.6%
Cn1c(SCc2nc(-c3ccccc3)no2)nnc1-c1ccco1,-2.8%,-6.2%,4.1%
Cc1nn(C)cc1C(=O)NNC(=S)Nc1ccc(Cl)cc1,8.8%,-3.8%,5.9%
Cc1cc(C)cc(-n2c(C)nc3cc(C(=O)NCc4ccc(F)cc4)ccc32)c1,?,14.6µM*,2.6%
Cc1ccc(-n2ncc3c2CCCC3NC(=O)CCCN2CCCC2=O)cc1C (stereo not given),-8.8%,-3.1%,1.9%
CCCCc1c(C)nc(Nc2ccc(OC)cc2)[nH]c1=O,?,13µM*,5.6%
COc1ccc(-c2nc(N3CCC(C)CC3)[nH]c(=O)c2C#N)cc1,-20.5%,-20.0%,6.7%
CCOC(=O)c1cnc(-n2nc(C)cc2C)nc1Oc1ccc(C(=O)OC)cc1,10.8%,-22.0%,3.9%

# Compound profiles (already shown). Order of values: TDP1 cell CPT, TDP1 cell noCPT, TDP1 inh
# Listed for C/C(=N\NC(=O)c1cccc([N+](=O)[O-])c1)c1cccc(NC(=O)C2CC2)c1 = -29.8%, ?, 0.0%
# Listed for CCOC(=O)C1=NNC(C(=O)c2ccccc2)C1c1ccc(C)cc1 (stereo not given) = -15.2%, -22.3%, 1.2%
# Listed for Cn1c(SCc2nc(-c3ccccc3)no2)nnc1-c1ccco1 = -2.8%, -6.2%, 4.1%
# Listed for COc1cccc(C(c2c(O)nc(SC)n(C)c2=O)c2c(O)nc(SC)n(C)c2=O)c1 = -6.5%, -4.4%, -10.5%
# Listed for Cc1nn(C)cc1C(=O)NNC(=S)Nc1ccc(Cl)cc1 = 8.8%, -3.8%, 5.9%

# Next structures
SMILES,TDP1 cell CPT,TDP1 cell noCPT,TDP1 inh
CC(=O)c1ccc(N2CCN(c3nc4ccccc4c4nc(-c5cccc(C)c5)nn34)CC2)cc1,-8.3%,-12.6%,5.9%
Cc1c(Br)c(=O)oc2c(Br)c(O)c(O)cc12,4.0%,7.3%,5.1%
CN1CCC[C@@H]1CCNC(=O)c1c(-c2ccc3c(c2)OCO3)noc1-c1ccsc1,-14.6%,-14.2%,2.2%
N#Cc1ccccc1NCc1ccccc1,-17.3%,-24.7%,-6.9%
CC1(c2ccc(OC(F)F)cc2)NC(=O)N(CC(=O)Nc2ccc(Cl)cc2F)C1=O (stereo not given),?,?,-3.0%
CC(C)CN1C(=O)c2ccc(C(=O)Nc3ccccc3C(=O)O)cc2C1=O,?,?,/
COc1ccc(COCC(O)CN2CCN(S(=O)(=O)c3ccc(C(C)C)cc3)CC2)cc1 (stereo not given),25.9µM*,20.6µM*,0.2%
O=C(NCCO)C1COc2ccccc2O1 (stereo not given),6.2%,-2.7%,1.2%
O=C(CCCc1ccccc1)Nc1ccnn1C1CCN(Cc2ccccc2F)CC1,23.1µM*,20.6µM*,2.9%
COc1ccc(CN=C2NC(=O)CC(C(=O)Nc3ccc(F)cc3)S2)cc1 (stereo not given),?,?,0.0%
Cc1ccc(C(=O)c2cn(Cc3ccccc3)c3cc4c(cc3c2=O)OCCO4)cc1,20.6µM*,?,5.8%
Cc1cc(C(F)(F)F)n2ncc(-c3cccc(Br)c3)c2n1,-25.0%,?,-5.1%
Cc1ccc2nc(C)c(C(=O)NN=C3CCCCCC3)n2c1,?,6.5%,3.6%
CN(CC(=O)Nc1ccc(F)cc1)C(=O)c1cc2c(s1)CCCCC2,11.3%,-17.8%,/
O=C(CSc1cccc[n+]1[O-])N1CCc2ccccc21,0.2%,12.9%,8.6%
COc1cc(/C=N\NC(=O)c2ccc(=O)[nH]n2)cc(OC)c1OC,?,?,1.0%
Cc1c(C(=O)NCc2ccccc2)c(-c2ccccc2)nn1-c1ccccc1,23.1µM*,?,5.6%
C#CCN(C[C@H]1[C@H](OC(=O)Nc2cccs2)[C@H](OC(=O)Nc2cccs2)C[C@H]2C(=O)N(c3ccccc3)C(=O)[C@@H]12)S(=O)(=O)c1ccc(C)cc1,1.5%,-2.3%,/
COc1cccc(CNC(=O)CN2C(=O)N(c3cccc(Cl)c3)S(=O)(=O)c3ccccc32)c1OC,?,-25.0%,5.4%
Cc1ccc(NC(=O)COC(=O)c2nn(C)cc2Cl)cc1,0.9%,9.3%,/
CCCCCC(=O)N1C[C@@H](n2cc(COC(=O)c3ccccc3)nn2)[C@H](O)C[C@@H]1c1ccccc1,-3.6%,?,/
Cc1ccc(NC(=O)Cn2c(=O)n(CCCCC(=O)NCc3ccco3)c(=O)c3ccccc32)cc1,?,14.6µM*,-1.8%
COc1ccc(OC)c(NC(=O)CN2CCC(C(=O)c3ccc(C)cc3)CC2)c1,25.9µM*,20.6µM*,3.0%
CCCN1CCN(C(=O)c2cccc3c2C(=O)N(CCOC)C3)CC1,18.0%,-0.7%,1.3%
COc1cc(CCCN2C(=S)NC[C@H]2Cc2ccc(O)cc2)cc(OC)c1OC,?,14.6µM*,1.3%
SMILES,TDP1 cell CPT,TDP1 cell noCPT,TDP1 inh
CCCCN(C(=O)c1cc(-c2ccncc2)nc2ccccc12)c1c(N)n(CC(C)C)c(=O)[nH]c1=O,-0.3%,-20.8%,/
O=C(N/N=C/c1ccc2c(c1)OCO2)c1sc2cc(Cl)ccc2c1Cl,5.8µM*,5.17µM*,1.1%
COc1ccc(CNC(=O)N2CCc3ccccc3C2)cc1,-3.6%,?,/
CC(=O)CCc1oc2c([N+](=O)[O-])cccc2c1-c1ccc(C)o1,?,?,-3.6%
Cc1ccc(C)c(NC(=O)CN(Cc2ccccc2)S(=O)(=O)c2ccc3nc(C)sc3c2)c1,?,?,4.5%
COc1cc2c(cc1OC)CN(C(=O)C(CCSC)NS(=O)(=O)c1ccc(C)cc1)CC2 (stereo not given),-15.1%,?,/
COc1ccc(-c2noc(CC(=O)Nc3ccc(Br)cc3C)n2)cc1,10.5%,-4.2%,2.6%
CC(C)CNC(=O)NC(=O)COc1ncnc2sccc12,-2.4%,-1.6%,3.0%
Cc1cc(C(C)(C)C)cc(C)c1COC(=O)c1cccnc1,-12.5%,?,?
Nc1nonc1-n1nnc(C(=O)N/N=C/c2cccc(F)c2)c1-c1ccccc1,3.5%,-0.9%,1.0%
O=C(O)c1ccc2c(c1)C(=O)N(Cc1ccco1)C2=O,-1.4%,2.1%,/
O=C(CSc1ncnc2c1cnn2-c1ccc(F)cc1)NC1CCCC1,18.4µM*,20.6µM*,0.5%
Cc1ccc(S(=O)(=O)c2cc3c(=O)n4ccccc4nc3n(CCCN3CCOCC3)c2=N)cc1C,?,7.1%,9.7%
Cc1ccc(C)c(NC(=S)N(CCc2ccncc2)C(C)C)c1,7.5%,-1.5%,5.4%
CCc1nc(SCC(=O)NNC(=O)C(C)C)c2ccccc2n1,12.0%,4.9%,8.3%
CC(=O)C(/C=N/c1ncc(C(F)(F)F)cc1Cl)=C(\C)O,-8.1%,14.9%,1.3%
CCC(C)[C@H](NC(=O)Nc1ccc(C)cc1C)C(=O)O (stereo not given in full),11.6µM*,-61.0%,/
COc1ccc(/C=C(/NC(=O)c2ccccc2)C(=O)NCCCn2ccnc2)cc1OC,-6.5%,19.3%,2.2%
O=C(NN1C(=O)NC2(CCCCC2)C1=O)c1cc2cc(Cl)ccc2o1,-24.6%,-0.6%,1.2%
O=C(CCCSc1nc2ccccc2s1)NC1=NCCS1,-26.9%,-16.5%,9.1%

# From PubChem BioAssay
